Screening data: PubChem BioAssay, Sanford-Burnham Center for Chemical Genomics
EBI2 block: EBI2 receptor antagonists, beta-arrestin recruitment, primary screen, cell-based, luminescence, 7a,25-OHC stimulation, uHTS; G-protein coupled receptor 183 (Homo sapiens), P32249; 7a,25-OHC stimulated; inhibition, % at 5 µM; 360,000 tested, 0.81% active; AID 651636, 2012; in the data active = inhibition above about 38%;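 note: enzyme fragment complementation signal reports receptor beta-arrestin coupling in cells; 0% = agonist plus DMSO wells and 100% = wells without agonist; some results beyond the cut were filed as inactive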
Target sequence (P32249 whole entry, looked up, the tested form may be a part): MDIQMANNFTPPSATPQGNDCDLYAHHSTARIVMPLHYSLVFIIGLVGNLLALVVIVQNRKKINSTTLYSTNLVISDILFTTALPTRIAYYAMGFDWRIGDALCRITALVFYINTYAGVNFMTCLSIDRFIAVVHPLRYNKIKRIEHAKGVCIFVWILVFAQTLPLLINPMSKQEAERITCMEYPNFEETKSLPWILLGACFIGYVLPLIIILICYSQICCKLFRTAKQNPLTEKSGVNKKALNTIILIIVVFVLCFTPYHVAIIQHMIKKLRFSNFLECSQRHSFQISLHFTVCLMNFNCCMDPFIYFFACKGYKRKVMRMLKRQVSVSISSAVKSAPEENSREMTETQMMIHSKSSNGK
MPTP inh: mitochondrial permeability transition pore inhibitors, primary screen, biochemical, isolated mouse mitochondria, absorbance; Ca2+ swelling absorbance, 30 min; inhibition, % at 10 µM; 360,000 tested, 1.4% active; AID 602449, 2012;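 active = inhibition of 50% or more, scaled per plate between neutral and stimulator controls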;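 note: 0% = DMSO wells given calcium and 100% = 1 mM EGTA wells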
CXCR6 block: CXCR6 receptor inhibitors, primary screen, cell-based, beta-arrestin, luminescence, CHO-K1 PathHunter, 1536-well; C-X-C chemokine receptor type 6 (Homo sapiens), O00574; inhibition, % at 20 µM; 360,000 tested, 0.36% active; AID 602244, 2012; in the data active = inhibition above about 34%, passing the limit was not always enough;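 note: antagonist mode with CXCL16 agonist at 10 nM final; 0% = 10 nM CXCL16 with DMSO and 100% = unstimulated wells without agonist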
CCR6 antagonist: CCR6 receptor antagonists, primary screen, cell-based, CHO-K1, luminescence, beta-arrestin, uHTS; C-C chemokine receptor type 6 (Homo sapiens), P51684; CHO-K1 CCR6 PathHunter beta-arrestin, CCL20-stimulated; inhibition, % at 20 µM; 340,000 tested, 0.49% active; AID 493098, 2011;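 active = compounds whose inhibition of the agonist-driven luminescence signal at 20 µM reaches about 50%, limit read from the data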;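 note: cells stimulated with CCL20 at 14 nM final; plate controls were DMSO with CCL20 for no effect and DMSO without agonist for full effect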
NR3A LBD binder: binders of NR3A ligand-binding domain, primary screen, biophysical, differential scanning fluorimetry, uHTS; Glutamate receptor ionotropic, NMDA 3A (GRIN3A) ligand-binding domain; NR3A LBD differential scanning fluorimetry, Tm shift; 0% = protein alone, 100% = glycine-bound protein; Tm shift relative to glycine control, % at 25 µM; 340,000 tested, 2.5% active; AID 1259313, 2017;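 active = melting temperature shift of at least 10% of the positive control shift, at one fixed dose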
A3A deaminase: APOBEC3A ssDNA deaminase inhibitors, primary screen, selectivity assay for APOBEC3G inhibitor project, biochemical, FAM/TAMRA oligo cleavage fluorescence. DNA dC->dU-editing enzyme APOBEC-3A (Homo sapiens), P31941. recombinant A3A, FAM/TAMRA ssDNA deamination fluorescence. inhibition, % at 20 µM. 330,000 tested, 0.41% active;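 active = at least 40% inhibition at 20 µM here, with at most 30% in a related deaminase screen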;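 note: plate controls were A3A with DMSO for no effect and wells lacking A3A enzyme for full effect; some results filed as inactive read as strong as hits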
Target sequence (P31941 whole entry, looked up): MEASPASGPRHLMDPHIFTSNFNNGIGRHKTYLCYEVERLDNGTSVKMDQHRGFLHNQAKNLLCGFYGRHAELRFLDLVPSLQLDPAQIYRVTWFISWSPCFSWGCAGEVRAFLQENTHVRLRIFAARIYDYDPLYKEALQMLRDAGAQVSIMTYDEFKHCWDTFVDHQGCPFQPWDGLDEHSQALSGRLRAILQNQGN
Gli-Sufu antag: Gli-Sufu pathway antagonists, primary screen, luciferase luminescence, Sufu-KO-LIGHT cells, uHTS | inhibition, % at 5 µM | 340,000 tested, 0.74% active | AID 588413, 2011 | Sufu-KO-LIGHT fibroblasts, Gli luciferase reporter luminescence;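 active = inhibition above about 55%, limit read from the data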;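 note: 0% = DMSO-treated cells and 100% = wells with medium but no cells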
A3G deaminase: APOBEC3G DNA deaminase inhibitors, primary screen, biochemical, fluorescence, single-stranded DNA substrate, uHTS. inhibition, % at 20 µM. 330,000 tested, 0.28% active. DNA dC->dU-editing enzyme APOBEC-3G (Homo sapiens), Q9HC16. recombinant A3G, ssDNA deamination FAM/TAMRA fluorescence. AID 493012, 2011;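 active = inhibition of at least 40% at 20 µM, with no more than 30% in the related APOBEC3A deaminase screen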;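 note: plate controls were DMSO wells with A3G for no effect and wells lacking A3G enzyme for full effect; some compounds called inactive have numbers as strong as hits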
Target sequence (Q9HC16 whole entry, looked up): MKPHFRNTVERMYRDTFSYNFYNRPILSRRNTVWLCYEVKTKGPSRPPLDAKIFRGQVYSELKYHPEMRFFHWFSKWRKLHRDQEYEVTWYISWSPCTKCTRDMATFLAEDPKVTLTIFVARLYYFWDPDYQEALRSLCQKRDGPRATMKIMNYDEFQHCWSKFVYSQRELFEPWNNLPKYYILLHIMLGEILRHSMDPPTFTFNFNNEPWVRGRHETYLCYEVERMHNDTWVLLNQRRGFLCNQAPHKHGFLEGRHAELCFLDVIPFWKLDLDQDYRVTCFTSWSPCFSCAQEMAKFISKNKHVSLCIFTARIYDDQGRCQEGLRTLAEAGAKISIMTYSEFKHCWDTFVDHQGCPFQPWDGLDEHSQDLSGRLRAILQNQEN
* hit, by the source's call; x = no result given. Compounds were not picked by outcome; about 5.8% have a hit in one of these screens.

1) Cc1cccc(NCC(=O)c2c(N)n(C)c(=O)n(C)c2=O)c1C
2) CC1=C(C)CC(C(=O)N2CCN(Cc3ccc4c(c3)OCO4)CC2)C(C(=O)O)C1 (centres undefined)
3) COC(=O)c1nn(-c2ccccc2)c(Sc2ccccc2)c1/C=N/O
4) CC1CN(C2CCN(C(=O)c3ccccc3)CC2)CC(C)O1 (centres undefined)
5) Cc1cc(C)c(OCC(O)CN2CCN(c3ccccn3)CC2)c(C)c1 (centres undefined)
6) O=C(c1ccsc1)N1CCCC(Nc2cccc(F)c2)C1 (centres undefined)
7) Cc1nnc(SCc2cc(=O)n3[nH]cnc3n2)s1
8) CCCc1cc(NCc2ccccn2)n2c(nc3ccccc32)c1C#N
9) CN(C)S(=O)(=O)c1ccc(Cl)c(C(=O)OCC(=O)NC(=O)NC2CCCC2)c1
10) Cc1cc(C(=O)OCC(=O)Nc2c(Cl)cccc2C(F)(F)F)c(C)o1
assay / compound	1	2	3	4	5	6	7	8	9	10
EBI2 block	-13	0	14	-22	15	3	2	-38	8	-3
MPTP inh	-0.3	-0.1	-2.8	-0.6	1.1	1.2	-0.6	1.3	-1.8	0.9
CXCR6 block	0	2	7	2	-1	4	-15	59*	-4	2
CCR6 antagonist	18	0	3	0	0	2	2	2	32	2
NR3A LBD binder	0	1	-2	-1	-1	3	4	-14	2	1
A3A deaminase	-6	0	5	-3	1	0	0	-5	-3	-2
Gli-Sufu antag	-6	-3	7	-1	-7	2	-8	13	5	-5
A3G deaminase	-6	1	0	-5	0	2	-2	-5	-9	-12

11) COc1cccc(CN(C)Cc2nc(C3CC3)no2)c1
12) O=C1NC(=O)/C(=C\c2ccccc2Oc2ccc(F)c(F)c2)S1
13) O=C(Nc1cc(C(F)(F)F)ccc1N1CCOCC1)C1=COCCO1
14) CCOC(=O)c1[nH]nc2c1C(=O)N(Cc1ccccc1)C2=O
15) COc1cc(OC)c(C(=O)NNC(=S)NC2CCCCC2)cc1OC
16) CNCc1ccccc1Sc1cccc2ccccc12
17) OC1(c2ccccc2)c2ccccc2-c2ncccc21 (centres undefined)
18) O=C(O)CC(c1ccc(Br)cc1)N1Cc2ccccc2C1=O (centres undefined)
19) O=C(c1ccc(F)cc1F)N1CCN(c2n[nH]c(=O)[nH]c2=O)CC1
20) CCN1CCN(CC(=O)N2N=C(c3ccc(OC)cc3)CC2c2ccc(OC)cc2)C(=O)C1=O (centres undefined)
assay / compound	11	12	13	14	15	16	17	18	19	20
EBI2 block	-6	-6	-6	3	-10	-4	1	-12	7	2
MPTP inh	-0.6	24	-0.3	-1.0	1.9	93*	-1.7	0.2	-0.7	-1.9
CXCR6 block	-3	0	5	9	2	-1	-1	2	4	-8
CCR6 antagonist	9	-10	6	28	7	-4	12	-4	5	0
NR3A LBD binder	5	1	0	8	1	1	-1	-1	0	0
A3A deaminase	2	3	-1	2	1	1	-1	0	0	4
Gli-Sufu antag	18	-2	12	1	3	4	-7	-27	-8	10
A3G deaminase	-7	-2	-10	-3	-6	-8	0	-5	2	-2

One compound at a time (already shown). Values in the order: EBI2 block	MPTP inh	CXCR6 block	CCR6 antagonist	NR3A LBD binder	A3A deaminase	Gli-Sufu antag	A3G deaminase
O=C1NC(=O)/C(=C\c2ccccc2Oc2ccc(F)c(F)c2)S1 is listed as -6	24	0	-10	1	3	-2	-2
O=C(Nc1cc(C(F)(F)F)ccc1N1CCOCC1)C1=COCCO1 is listed as -6	-0.3	5	6	0	-1	12	-10

Following part:
21) CCCC(C(=O)N1CCOCC1)N1C(=O)C2C3C=CC(C3)C2C1=O (centres undefined)
22) CCOC(=O)N1CCN(C(=S)Nc2ccc(C)cc2)CC1
23) COc1ccc(NC2CC(=O)N(c3cccc([N+](=O)[O-])c3)C2=O)cc1 (centres undefined)
24) Cc1nc2cc(NC(=O)CS(=O)(=O)c3ccccc3)ccc2s1
25) CC(C)C(=O)N(Cc1cc2ccccc2[nH]c1=O)C(C)(C)C
26) CC1(C)CC(=O)C(CCCN2C(=O)c3ccccc3C2=O)C(=O)C1
27) COc1cc(/C=N/NC(=O)c2ccc(=O)[nH]n2)ccc1O
28) COc1ccc(OC)c(NC(=O)CCNC(=O)Cn2cnc3ccccc3c2=O)c1
29) Cc1[nH]n(C)c(=O)c1[N+](=O)[O-]
30) COc1ccc(CC(=O)Nc2cccc(S(=O)(=O)N3CCCC3)c2)cc1OC
assay / compound	21	22	23	24	25	26	27	28	29	30
EBI2 block	-19	-8	-5	-8	10	5	-2	3	-1	-8
MPTP inh	0.5	-0.7	4.1	-0.7	-4.5	-1.2	-0.5	1.1	0.3	20
CXCR6 block	5	-8	2	1	3	-4	-11	-2	-3	-8
CCR6 antagonist	16	-1	-3	7	-9	2	7	-3	4	6
NR3A LBD binder	7	-1	-1	1	2	-3	-3	0	0	1
A3A deaminase	-5	3	-1	-1	-1	-2	-3	2	-1	6
Gli-Sufu antag	-6	-3	1	-23	10	1	-6	28	3	20
A3G deaminase	-7	-8	-12	6	-3	-3	-9	-12	0	0

31) O=C(OCCN1CCOCC1)c1ccc2c(c1)OCCO2
32) CC(C)c1cc(C(N)=O)c(NC(=O)c2cccc(COc3ccc(Cl)cc3)c2)s1
33) COC(=O)c1[nH]c(C)c(/C(O)=C2\C(=O)C(=O)N(CCN(C)C)C2c2cccc(OC)c2OC)c1C (centres undefined)
34) COc1ccc(-n2nc(C(=O)NCC(=O)N3CCN(c4ccccn4)CC3)c3ccccc3c2=O)c(OC)c1
35) O=C(CN1CCCC1)Nc1ccc(OC(F)(F)F)cc1
36) Brc1ccc(OCCCCCN2CCOCC2)cc1
37) COC(CNC(=O)CNC(=S)N(CCCN1CCOCC1)Cc1cccs1)OC
38) CC(C)(C)c1ccc(C(=O)Nc2nnc(SCC(=O)NCC3CCCO3)s2)cc1 (centres undefined)
39) Cc1nc([N+](=O)[O-])c(SCC(N)=O)n1Cc1ccccc1
40) N#CC[C@H](c1ccccc1)N1CCN(Cc2ccccc2)CCC1=O
assay / compound	31	32	33	34	35	36	37	38	39	40
EBI2 block	-9	-3	-1	4	-16	3	13	6	-12	-9
MPTP inh	-2.9	0.6	-1.2	2.4	-0.2	0.9	-0.2	-0.5	-0.2	1.1
CXCR6 block	-2	9	1	-3	1	-3	3	-3	-2	3
CCR6 antagonist	2	-3	-5	9	12	0	4	3	-13	6
NR3A LBD binder	-2	16*	1	0	-1	1	0	-1	-4	1
A3A deaminase	4	2	-4	-4	-3	0	-8	-1	1	1
Gli-Sufu antag	-46	-128	0	-18	-1	7	-1	-19	-11	-3
A3G deaminase	2	4	-6	-7	29	-4	-3	2	-5	-6

41) CCc1ccc(OCC(=O)N/N=C(\C)c2ccc3c(c2)OCCO3)cc1
42) Cc1ccc(-c2nc3[nH]c(=O)cc(NC(=O)c4cccs4)n3n2)cc1
43) O=c1c2cnn(-c3ccc(F)cc3)c2ncn1Cc1ccccc1
44) O=C(O)C(C1CCCCC1)C1(O)CCCC1 (centres undefined)
45) CCOC(=O)CNC(=S)N(Cc1cccs1)C1CCCCC1
46) Cc1nn(-c2ccccc2)c(C)c1C(=O)OCC(=O)N1CCN(S(=O)(=O)c2ccccc2)CC1
47) Cc1nnsc1NC(=O)OCc1ccc(C(F)(F)F)cc1
48) CCN(CC)c1nc(NN)nc(Nc2ccc(C)c(Cl)c2)n1
49) CN(C)CCCN(C(=O)c1cc2cc([N+](=O)[O-])ccc2s1)c1nc2cc3c(cc2s1)OCCO3
50) Cc1nc2c(n1O)CCC/C2=N\O
assay / compound	41	42	43	44	45	46	47	48	49	50
EBI2 block	-5	-10	2	-9	-1	12	9	3	-14	-12
MPTP inh	-1.9	2.2	0.4	1.1	0.8	2.4	-2.0	5.0	83*	-2.0
CXCR6 block	-4	-8	1	-2	6	5	-8	24	6	-4
CCR6 antagonist	-18	8	3	-2	8	-8	-8	49	26	16
NR3A LBD binder	-1	-3	2	-1	9	-2	0	-3	-5	1
A3A deaminase	3	-1	-12	x	-1	-4	2	-3	3	-2
Gli-Sufu antag	-8	-50	16	8	-1	7	4	1	12	-13
A3G deaminase	-1	-3	1	x	-9	-10	0	-9	-1	-5

51) Cc1cc(SCC(=O)N/N=C/c2ccccc2C(=O)O)c(C)cc1Br
52) CN(C(=O)COc1ncnc2ccccc12)C1CCCCC1
53) COc1cccc(Nc2nnc(SCC(=O)Nc3sccc3C(N)=O)s2)c1
54) Cc1cc(NS(=O)(=O)c2ccc(NC(=O)COc3ccccc3C(C)C)cc2)no1
55) Cc1ccc2cc(CN(CC3CCCO3)C(=S)Nc3ccccc3)c(=O)[nH]c2c1C (centres undefined)
56) Cc1cccc(CC(=O)Nc2ccc(C(=O)N3CCCCC3)cc2)c1
assay / compound	51	52	53	54	55	56
EBI2 block	-2	-8	-26	-3	-6	-4
MPTP inh	1.4	-1.4	6.3	-2.0	2.1	0.9
CXCR6 block	1	9	-4	7	-5	-7
CCR6 antagonist	-1	3	3	12	12	15
NR3A LBD binder	-1	0	3	-17	0	5
A3A deaminase	1	-14	-1	-4	1	3
Gli-Sufu antag	-26	-16	6	-7	65*	-11
A3G deaminase	-1	-8	-7	-6	-6	1

2 entries from above, bar-delimited.
no. | mol | EBI2 block | MPTP inh | CXCR6 block | CCR6 antagonist | NR3A LBD binder | A3A deaminase | Gli-Sufu antag | A3G deaminase
51 | Cc1cc(SCC(=O)N/N=C/c2ccccc2C(=O)O)c(C)cc1Br | -2 | 1.4 | 1 | -1 | -1 | 1 | -26 | -1
53 | COc1cccc(Nc2nnc(SCC(=O)Nc3sccc3C(N)=O)s2)c1 | -26 | 6.3 | -4 | 3 | 3 | -1 | 6 | -7
